Source: PubChem
PHOSPHO1 block: inhibitors of human PHOSPHO1 phosphatase | Q8TCT1 | 290,000 tested, 1.1% active | recombinant PHOSPHO1, absorbance phosphatase assay | inhibition, % at 13.3 µM; in the data active = inhibition above about 60%
IDE act: activators of human insulin-degrading enzyme in cells; HEK cells, FAbeta-B cleavage, fluorescence polarization; 0% vehicle, 100% cell-free pure enzyme wells; activation, % at 5.96 µM; P14735; 340,000 tested, 0.073% active;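 active = activation above the mean of all tested compounds plus 3 SD, set per screening campaign, cut at about 17% in these data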
Target sequence (P14735 whole entry, looked up): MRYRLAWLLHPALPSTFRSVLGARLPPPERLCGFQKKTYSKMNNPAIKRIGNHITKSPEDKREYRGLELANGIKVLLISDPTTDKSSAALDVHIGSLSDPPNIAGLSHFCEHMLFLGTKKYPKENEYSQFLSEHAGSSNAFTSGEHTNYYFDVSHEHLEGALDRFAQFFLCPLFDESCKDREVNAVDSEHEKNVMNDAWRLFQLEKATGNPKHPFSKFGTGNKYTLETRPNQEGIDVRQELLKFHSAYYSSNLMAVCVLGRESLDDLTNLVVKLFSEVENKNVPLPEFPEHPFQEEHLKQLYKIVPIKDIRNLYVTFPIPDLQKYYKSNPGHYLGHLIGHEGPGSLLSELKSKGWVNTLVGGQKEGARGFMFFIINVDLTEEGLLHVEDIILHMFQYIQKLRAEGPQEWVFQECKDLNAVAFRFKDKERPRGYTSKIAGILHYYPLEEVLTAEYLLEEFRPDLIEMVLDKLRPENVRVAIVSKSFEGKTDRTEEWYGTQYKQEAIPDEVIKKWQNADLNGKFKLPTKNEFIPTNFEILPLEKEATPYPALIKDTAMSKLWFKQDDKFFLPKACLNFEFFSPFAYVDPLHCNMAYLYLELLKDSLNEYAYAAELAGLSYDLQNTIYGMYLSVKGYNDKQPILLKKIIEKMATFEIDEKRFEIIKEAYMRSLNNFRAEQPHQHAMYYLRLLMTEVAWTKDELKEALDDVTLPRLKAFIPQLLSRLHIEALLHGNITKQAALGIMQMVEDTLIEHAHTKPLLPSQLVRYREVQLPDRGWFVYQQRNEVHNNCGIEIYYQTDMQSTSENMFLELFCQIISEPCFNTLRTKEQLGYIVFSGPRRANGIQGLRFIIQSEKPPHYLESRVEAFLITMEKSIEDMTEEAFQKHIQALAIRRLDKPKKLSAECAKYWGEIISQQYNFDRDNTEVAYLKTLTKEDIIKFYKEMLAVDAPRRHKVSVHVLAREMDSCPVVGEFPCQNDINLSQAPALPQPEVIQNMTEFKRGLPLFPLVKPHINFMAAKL
GPR7 antag: blocks human GPR7 receptor signaling; P48145; GPR7-expressing cells, fluorescence antagonist assay; inhibition, % at 4.4 µM; 290,000 tested, 1.1% active; AID 1861; in the data active = inhibition above about 16%, passing the limit was not always enough;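 note: cells stimulated with the agonist NPW; 0% = agonist with vehicle and 100% = vehicle without agonist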
NALP1 yeast inh: inhibitors of NALP1 inflammasome in yeast; S. cerevisiae NALP1/ASC/caspase-1 growth, X-gal OD620, 72 h; inhibition, % at 10 µM; 280,000 tested, 0.61% active; AID 2071; in the data active = inhibition mostly above about 24%, no sharp cut-off; inactive = mostly below about 32%; note: some compounds called inactive have numbers as strong as hits
M18AAP inhibitor: blocks P. falciparum M18 aspartyl aminopeptidase | inhibition, % at 7.35 µM | AID 1822 | 290,000 tested, 1.2% active | recombinant PfM18AAP, H-Glu-NHMec fluorogenic cleavage;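 active = inhibition above the campaign mean inhibition over all tested compounds plus 3 SD, cut at about 28% in these data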;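 note: 0% = plate median of test compound wells and 100% = 2 mM ZnCl2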
p-CIP stab down: lowers stability of the mouse p/CIP coactivator protein; Q05BA5; F442A p/CIP-EGFP cells, EGFP fluorescence, 16 h; decrease of EGFP signal, % at 10 µM; 290,000 tested, 0.01% active;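 active = EGFP signal decrease of at least 30% at 10 µM or well 3 SD below plate mean, unless failing retest; inactive = the rest, including hits failing retest or dose response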; note: some compounds called inactive have numbers as strong as hits; many of its hits are not listed in these tables
IMP-1 inh: blocks Pseudomonas aeruginosa IMP-1 metallo-beta-lactamase; purified IMP-1, nitrocefin hydrolysis, epi-absorbance fluorescence; AID 1556; inhibition, % at 5.6 µM; 290,000 tested, 0.45% active;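 active = inhibition above the mean plus 3 SD of all compounds in the same screening run, cut at about 4.5% in these data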;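 note: 0% = IMP-1 with DMSO and 100% = DMSO wells lacking enzyme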
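system = purified recombinant IMP-1 beta-lactamase | amount = 0.2 nM IMP-1, as dispensed | medium = HEPES buffer pH 7.1 with ZnSO4 and Brij 35 | times = 25 °C, 15 min preincubation, 25 min reaction | detection = plate fluorescence quenching by hydrolysis product, ex 480/em 530 nm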
VIM-2 inhibitor: blocks Pseudomonas aeruginosa VIM-2 metallo-beta-lactamase | purified VIM-2, nitrocefin hydrolysis, epi-absorbance fluorescence | inhibition, % at 5.6 µM | 290,000 tested, 0.89% active | AID 1527;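 active = inhibition above the mean of all tested compounds plus 3 SD, cutoff set per screening run, cut at about 7.5% in these data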;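 note: red hydrolysis product quenches plate fluorescence so inhibitors raise well fluorescence; 0% = enzyme with DMSO and 100% = DMSO without enzyme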
IDE cell inh: cellular human IDE inhibition; HEK cells, FAbetaB cleavage, fluorescence polarization; inhibition, % at 5.59 µM; 320,000 tested, 0.41% active;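 active = percent inhibition above the average of all tested compounds plus 3 SD, set per screening campaign, cut at about 16% in these data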;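 note: IDE supplied by intact live HEK cells; FP after avidin binding of uncleaved biotin substrate so inhibition keeps polarization high; 0% = DMSO wells and 100% = 60 µM reference IDE inhibitor Ii1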
Numbers without * were called inactive; · = not tested or not shown.

Sequence of screens – PHOSPHO1 block, IDE act, GPR7 antag, NALP1 yeast inh, M18AAP inhibitor, p-CIP stab down, IMP-1 inh, VIM-2 inhibitor, IDE cell inh
> COc1ccc(S(=O)(=O)N2CCCCCC2)cc1C(=O)OCC(=O)NC(N)=O
 : -19.4, -1.0, -8.2, 4.5, 6.4, 6.8, 0.2, 1.7, 3.2
> CC1CN(Cc2nc3c(c(=O)n(C)c(=O)n3C)n2CCc2ccccc2)CC(C)O1 (centres undefined)
 : ·, 1.9, 11.6, ·, -4.6, ·, -2.2, 1.2, 7.9
> COCCCNC(=O)CCNS(=O)(=O)c1ccc(C)cc1
 : 30.3, 0.9, -18.6, 5.4, -6.3, -6.7, -5.6, -1.4, 7.9
> COc1ccc(-c2nnc3n2C(C)(C)Cc2cc(OC)c(OC)cc2-3)cc1
 : 39.3, ·, -5.3, 18.4, -0.2, 0.4, -0.9, 0.8, ·
> c1ccc(SCCCCNC2CCCC2)cc1
 : -4.6, -1.0, -4.4, 31.3, 2.2, -11.0, -3.4, -0.1, 2.6
> Cc1ccc(NC(C)C(=O)N/N=C/c2ccc([N+](=O)[O-])s2)cc1 (centres undefined)
 : 27.8, 2.6, 7.7, 8.9, -0.5, -20.3, -1.0, -4.6, 4.7
> COc1ccc(CN(C)Cc2cc(=O)oc3cc(C)c(C(C)C)cc23)cc1OC
 : 32.0, -0.5, 2.5, 19.3, 6.5, -3.3, -2.2, -3.0, -3.8
> Cc1cc(C)nc(SC(C)C(=O)N/N=C/c2cccs2)n1 (centres undefined)
 : 27.6, 8.7, -0.2, 5.3, -8.8, 7.8, -2.2, -1.7, -0.4
> COc1ccccc1N(CC(=O)NC1CCCCC1)C(=O)Cn1nnc(-c2ccc(C)o2)n1
 : 14.4, 3.2, 1.1, 2.3, -0.1, -7.5, -1.2, -0.6, ·
> NS(=O)(=O)c1cccc(NC(=O)c2cccc3c(Br)cccc23)c1
 : 25.3, -2.3, -13.6, 4.8, -3.3, 11.5, -1.1, -0.6, 5.5
> C=CCc1cccc2cc(C(=O)Nc3cccc(C(=O)O)c3)c(=O)oc12
 : 9.0, ·, -7.7, ·, -4.2, 8.5, -1.4, -2.3, 3.2
> CCOC(=O)c1ccc(NC(=O)CCOc2ccc(OC)cc2)cc1
 : 6.3, 3.6, -1.2, 16.9, 0.0, -0.4, -3.1, -3.0, 5.4
> Cc1[nH]c2ccccc2c1/C=C(\C#N)C(=O)NCc1ccccc1
 : 3.1, 6.4, 2.9, 37.9, -7.6, -1.4, -1.0, -2.9, 1.1
> COCCn1c(C)cc(C(=O)COC(=O)c2ccccc2Br)c1C
 : -27.9, 1.7, 11.1, 3.3, -3.0, -5.0, -0.2, -0.3, -4.6
> CCOc1ccc(NC(=O)C(C)Sc2nnnn2C)cc1 (centres undefined)
 : -6.1, 0.1, -11.9, 22.4, 0.1, -1.8, -3.7, -3.2, -3.0
> Cn1c(C(=O)NC2CC2)cc2c(=O)n(C)c3ccccc3c21
 : -2.3, 7.3, -15.9, 19.9, -4.7, 3.0, -0.5, 17.0*, 2.6
> CCN(CC)S(=O)(=O)c1ccc(C)c(NS(=O)(=O)c2cc(/C=C/C(=O)O)cc(OC)c2OC)c1
 : 8.2, 7.8, -1.2, -17.2, 2.5, -1.8, -2.8, -5.4, 4.8
> CCOC(=O)Cc1cnc(NC(=O)NC(C(=O)OCC)(c2ccccc2)C(F)(F)F)s1 (centres undefined)
 : -28.3, 0.9, -5.0, 9.7, -7.0, -1.9, 4.4, -0.2, -2.2
> Cc1ccc(CCNC(=O)CCc2nc3ccccc3[nH]2)cc1
 : -9.3, -2.3, -15.2, -15.4, 0.2, -16.6, -3.5, -1.2, 5.9
> COc1cccc(CNC(=O)C2CCCN(S(=O)(=O)c3c(C)noc3/C=C/N(C)C)C2)c1 (centres undefined)
 : 33.2, 9.2, -28.6, 4.3, 5.0, -12.4, -2.8, -1.9, 5.4
> O=C(Cc1cccs1)N1CCN(c2ccccn2)CC1
 : -2.4, -3.9, -3.6, 5.1, 3.9, -2.7, -1.2, -0.2, 1.2
> O=C(Cn1nnc2ccccc21)c1ccc([N+](=O)[O-])cc1
 : 1.8, 4.8, 3.6, ·, -9.7, -5.1, -2.7, -2.3, 3.8
> O=C(CNC(=O)c1ccco1)OCC(=O)c1ccccc1Cl
 : -7.2, -4.7, -2.4, -3.7, -11.4, 4.5, -2.0, 0.9, 1.1
> CCc1ccc(C(=O)COC(=O)C(Cc2ccccc2)NC(=O)C2CCC(C)CC2)cc1 (centres undefined)
 : 6.1, -2.2, -17.3, -1.2, 1.5, -9.4, -3.0, -2.4, -5.5
> CC(=O)c1cccc(NC(=O)c2sc3nc4n(c(=O)c3c2C)CCCC4)c1
 : 27.9, 5.4, -22.2, 9.0, 1.4, -18.9, -1.7, -2.0, -1.4
> CCOc1cc(NC(=O)c2cccs2)c(OCC)cc1NC(=O)c1ccco1
 : 3.8, 0.3, -14.0, 6.2, 1.8, -9.6, -2.4, -4.9, 4.6
> O=[N+]([O-])c1cc(F)c2cccnc2c1O
 : 37.7, 1.0, -4.6, 26.9, 15.8, 1.4, -2.2, 0.5, 0.0
> COc1ccc(OC)c(NC(=O)CC2C(=O)NCCN2C(=O)c2ccccc2)c1 (centres undefined)
 : 18.4, -0.4, -14.2, 12.5, 1.5, -9.0, -4.9, -1.6, -2.5
> O=C(Nc1ccccc1N1CCN(C(=O)c2ccccc2)CC1)c1ccc(Cl)cc1
 : 47.6, 5.1, 4.0, -3.0, 2.0, -18.3, -3.3, 0.0, 2.7
> C[C@H](NC(=O)Cc1ccccc1)C(=O)N1CCC2(CC1)NCCc1[nH]cnc12
 : 24.0, 7.8, -13.1, 27.1, 0.8, 1.4, -1.0, -1.0, 0.7

A different layout for 2 compounds above.
compound,PHOSPHO1 block,IDE act,GPR7 antag,NALP1 yeast inh,M18AAP inhibitor,p-CIP stab down,IMP-1 inh,VIM-2 inhibitor,IDE cell inh
c1ccc(SCCCCNC2CCCC2)cc1,-4.6,-1.0,-4.4,31.3,2.2,-11.0,-3.4,-0.1,2.6
Cc1[nH]c2ccccc2c1/C=C(\C#N)C(=O)NCc1ccccc1,3.1,6.4,2.9,37.9,-7.6,-1.4,-1.0,-2.9,1.1

(next part)
Sequence of screens – PHOSPHO1 block, IDE act, GPR7 antag, NALP1 yeast inh, M18AAP inhibitor, p-CIP stab down, IMP-1 inh, VIM-2 inhibitor, IDE cell inh
> COc1ccc(-c2noc(C(=O)NCc3ccccc3Cl)n2)cc1OC
 : 37.3, -2.5, -12.9, 9.9, -2.1, 0.9, -2.7, -1.8, -2.3
> CCOc1ccc(NC(=O)CCC(=O)NNC(=O)Nc2cccc(Cl)c2)cc1
 : 41.1, 5.4, -7.2, -1.0, 8.5, -11.3, -2.2, -0.4, 6.1
> O=C(NC(Cc1c[nH]c2ccccc12)C(=O)Nc1ccc(F)cc1)c1cccs1 (centres undefined)
 : 11.6, -0.5, -3.6, ·, 4.1, -4.2, -5.7, -3.3, 0.8
> CCOC(=O)CCCNC(=O)CN1C(=O)NC(CCc2ccccc2)C1=O (centres undefined)
 : -0.8, -2.3, -21.4, 9.5, -1.1, 3.1, -3.8, -1.2, 1.3
> CCOC(=O)N1CCN(CCC(=O)Nc2ccc(Br)cc2)CC1
 : 3.2, 3.1, 0.9, 13.4, -9.2, 2.7, -3.5, -1.5, 3.3
> Cc1ccc(/C=C/C(=O)Nc2nnc(C)s2)o1
 : 5.9, 1.1, 3.7, 24.7, -1.5, 2.2, -1.9, -2.1, -2.1
> CCc1ccc2oc(C(=O)N3CCN(C)CC3)cc(=O)c2c1
 : 11.4, 1.9, 10.8, 9.3, -4.4, 8.6, -1.8, 1.2, 0.7
> Cn1c(/C(C#N)=C/c2cccc(O)c2)nc2ccccc21
 : 10.5, 9.3, -1.9, 40.7*, 13.6, -7.8, -2.6, -0.1, 1.7
> O=C(c1cccc(N2C(=O)C3CC=CCC3C2=O)c1)N1CCCCCC1 (centres undefined)
 : 6.4, 1.8, -2.8, -8.8, 1.8, -6.2, -3.5, -3.4, 2.8
> COc1ccc(OC)c(-c2nnc(NC(=O)C(C)Sc3nncn3C)s2)c1 (centres undefined)
 : -0.5, 3.5, -1.3, ·, 0.9, -4.6, -1.9, 2.0, 3.2
> CCc1cc2ccccc2nc1SCC(=O)NC1CCCC1
 : 28.0, 3.3, -5.4, 21.6, -2.4, 2.3, -1.9, -4.0, 5.8
> CSCCC(NC(=O)c1cc(C)oc1C)C(=O)O (centres undefined)
 : 90.1*, -1.5, -0.7, 30.6, -2.5, 9.1, -7.8, -0.9, 2.3
> COc1cccc(Cn2c(=O)oc3ccccc32)c1
 : 5.2, 0.4, 7.2, -3.4, -3.7, -2.1, -2.0, -1.4, 2.1
> COC(=O)C1=C(C)N(CC2CC2)C(=NCc2cc(OC)c(OC)c(OC)c2)N[C@H]1c1ccccc1
 : -24.2, -0.6, 2.4, -18.1, -7.0, -7.2, -5.2, -2.9, 6.6
> CC(=O)Cc1nsc(NC(=O)c2ccc(COc3ccccc3Cl)o2)n1
 : 23.7, 6.6, -5.1, 6.7, -3.6, -4.3, -2.1, -2.1, 1.9
> Cc1ccc2[nH]cc(CCNS(=O)(=O)c3ccc(F)cc3)c2c1
 : 13.5, -6.1, -6.2, 12.9, -7.1, 5.3, -0.2, 0.3, ·

Of the compounds above, these contain a Cl atom:
Sequence of screens – PHOSPHO1 block, IDE act, GPR7 antag, NALP1 yeast inh, M18AAP inhibitor, p-CIP stab down, IMP-1 inh, VIM-2 inhibitor, IDE cell inh
> O=C(CNC(=O)c1ccco1)OCC(=O)c1ccccc1Cl
 : -7.2, -4.7, -2.4, -3.7, -11.4, 4.5, -2.0, 0.9, 1.1
> O=C(Nc1ccccc1N1CCN(C(=O)c2ccccc2)CC1)c1ccc(Cl)cc1
 : 47.6, 5.1, 4.0, -3.0, 2.0, -18.3, -3.3, 0.0, 2.7
> COc1ccc(-c2noc(C(=O)NCc3ccccc3Cl)n2)cc1OC
 : 37.3, -2.5, -12.9, 9.9, -2.1, 0.9, -2.7, -1.8, -2.3
> CCOc1ccc(NC(=O)CCC(=O)NNC(=O)Nc2cccc(Cl)c2)cc1
 : 41.1, 5.4, -7.2, -1.0, 8.5, -11.3, -2.2, -0.4, 6.1
> CC(=O)Cc1nsc(NC(=O)c2ccc(COc3ccccc3Cl)o2)n1
 : 23.7, 6.6, -5.1, 6.7, -3.6, -4.3, -2.1, -2.1, 1.9
